From PubChem BioAssay
T cell modulator: modulates CD8 T cell binding to vesicles; 2C CD8+ T cell-vesicle binding, flow cytometry; hits give low values; calls only at 7 µM; 0.068% of 330,000 active;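 active = response, share of CD8 T cells binding vesicles, and their 90th percentile fluorescence all below set limits, cut at about 80% in these data, passing the limit was not always enough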
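Assay system: 2C TCR transgenic mouse naive CD8+ T cells, MACS-purified | Read-out: CD8+ gate FL2 mean fluorescence as % of same-row positive control | Signal: High-throughput flow cytometry with anti-B7-1 and anti-CD8 staining | Timing: Binding step 1.5 h, 37 °C, antibody labelling 20 min, ice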
Myeloid diff 2: promotes myeloid progenitor differentiation. ER-HoxA9 myeloid progenitors, lysozyme-GFP differentiation, flow cytometry. calls only at 10 µM. 1% of 360,000 active. AID 624256;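 active = normalized GFP-positive differentiation at or above the plate's own cutoff, the solvent-only control mean plus 3 SD; inconclusive = no clear call, values can overlap the other calls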;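 note: cells exposed to compound for four days before flow analysis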
T cell modulator vesicle-bound %: second read-out of T cell modulator, no call of its own (marks repeat the call); double positive events, %; measured here: CD8+ vesicle-bound cell fraction;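 binding gate set so that unloaded-vesicle control wells show 10% double positive cells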
Myeloid diff 2 GFP+ MAC1+ %: also measured in Myeloid diff 2; calls as there; GFP+ MAC1+ double positive, %; measured here: differentiation confirmed by MAC1 staining
* marks the source's active call; other numbers are inactive results; i = inactive; ? = inconclusive; / = no result given; + = active, no number. This is a subset; rates above refer to the full screens.

mol | T cell modulator | T cell modulator vesicle-bound % | Myeloid diff 2 | Myeloid diff 2 GFP+ MAC1+ %
COc1ccc(Cl)cc1NCC(=O)Nc1ccc(OC)c(S(=O)(=O)N2CCCCC2)c1 | i | 7 | i | 1.2
CC(=O)N1CCN(C(=O)CCNS(=O)(=O)c2ccccc2)CC1 | i | 55 | i | 0.3
C=CC[C@H](CC(=O)N(CCO)Cc1ccccc1)C(=O)N[C@H](C)COC(=O)[C@@H](CC=C)CC(=O)OC(C)(C)C | i | 33 | i | 1.7
COc1ccc(C)cc1Nc1n[n+](-c2ccccc2)c(-c2c(OC)ccc3ccccc23)s1 | i | 40 | ? | /
CCCn1nc(C(=O)NC2CCCCCC2)c2ccccc2c1=O | i | 29 | i | 1.1
CNc1nnc(SCC(=O)N2c3ccccc3NC(=O)CC2C)s1 (centres undefined) | i | 32 | i | 1.1
Cc1ccc(-c2cc(-c3ccccc3)nc(N)c2C#N)o1 | i | 30 | i | 0.1
CCC(C)N(C(=O)Cn1c(=O)cnc2ccccc21)C1CCS(=O)(=O)C1 (centres undefined) | i | 43 | i | 0.6
CCOc1cc(C(=O)OC(C(=O)NC(=O)NC)c2ccccc2)ccc1OCC(=O)N1CCOCC1 (centres undefined) | i | 44 | i | 0.7
CC1(C)C(=O)Nc2ccccc2N1C(=O)COC(=O)c1cccs1 | i | 23 | ? | /
CCc1noc(C)c1C(=O)Nc1nc(-c2ccc(NC(C)=O)cc2)cs1 | i | 25 | i | 0.6
CC(=O)C1=C(O)C(=O)N(c2ccc(Br)cc2)C1c1ccc([N+](=O)[O-])cc1 (centres undefined) | i | 43 | i | 0.7
Cc1ccc(C(=O)Nc2ccc(Nc3ccccc3)cc2)cc1C | i | 21 | i | 0.1
COc1ccc(OC)c(NC(=O)COC(=O)CCS(=O)(=O)c2ccc(Cl)cc2)c1 | i | 18 | i | 1.0
CC(OC(=O)CCCOc1ccccc1)C(=O)Nc1ccc(Cl)cn1 (centres undefined) | i | 46 | i | 1.5
CCOc1ccc(NS(=O)(=O)c2ccc(C(=O)NCC(c3ccco3)N(C)C)cc2)cc1 (centres undefined) | i | 22 | i | 0.4
CCN(C[C@H]1N[C@@](C)(C(=O)OC)[C@H]2C(=O)N(C)C(=O)[C@@H]12)C(=O)Nc1ccc(F)cc1 | i | 27 | i | 1.1
COC(=O)C1=C(CCc2ccccc2)NC(=O)NC1c1ccc(C#N)cc1 (centres undefined) | i | 35 | i | 1.4
O=C(NC1CC1)c1sc2cc(Cl)ccc2c1Cl | i | 52 | i | 0.6
O=C(Cc1ccc(Cl)cc1)N1CCc2ccccc2C1 | i | 13 | i | 0.3

The list continues:
mol | T cell modulator | T cell modulator vesicle-bound % | Myeloid diff 2 | Myeloid diff 2 GFP+ MAC1+ %
CC(OC(=O)Cc1c[nH]c2ccccc12)C(=O)c1ccccc1 (centres undefined) | i | 28 | i | 1.5
COc1ccccc1CCC(=O)Nc1ccc(OC)c(S(=O)(=O)N2CCOCC2)c1 | i | 24 | i | 0.4
Cc1cccc(OCC(=O)Nc2cc(Cl)ccc2-n2cncn2)c1C | i | 30 | i | 0.7
CCC(C(=O)Nc1cccc(S(=O)(=O)N(C)c2ccccc2)c1)c1ccccc1 (centres undefined) | i | 36 | i | 1.1
O=C(COC(=O)C1CCN(c2ccc(C(F)(F)F)cn2)CC1)c1cccc(Br)c1 | i | 43 | i | 0.8
COc1cc(-c2nnc(NC(=O)CCS(=O)(=O)c3ccc(F)cc3)o2)cc(OC)c1OC | i | 50 | i | 1.1
O=C(COC(=O)Cc1ccsc1)Nc1cccc(F)c1 | i | 53 | i | 0.3
CC(C)NS(=O)(=O)c1ccc(NC(=O)C(C)OC(=O)C2CCC2)cc1 (centres undefined) | i | 30 | i | 0.3
N#Cc1ccccc1OCc1cccc(S(=O)(=O)N2CCOCC2)c1 | i | 31 | i | 0.7
CS(=O)(=O)c1ccc(-c2sc3ccccc3c2C(=O)NCCCN2CCOCC2)cc1 | i | 13 | i | 0.6
O=C(O)c1cccc(S(=O)(=O)Nc2ccc(Oc3ccccc3)cc2)c1 | i | 8 | i | 0.6
CN(CC(=O)Nc1ccccc1Cl)C(=O)c1cccc(S(=O)(=O)N2CCN(Cc3ccccc3)CC2)c1 | i | 38 | i | 1.0
O=C(OCCOc1cccc(Cl)c1)c1ccc(F)c(S(=O)(=O)N2CCOCC2)c1 | i | 30 | i | 0.3
COc1ccccc1-c1nnc(SCC(=O)Nc2cccnc2Cl)n1C | i | 34 | i | 1.1
CCOc1ccc2nc(N3C(=O)C(O)=C(C(=O)c4ccco4)C3c3ccco3)sc2c1 (centres undefined) | i | 16 | i | 0.1
Cc1cccc(OCC(=O)NNC(=O)Cn2c(=O)cnc3ccccc32)c1 | i | 46 | i | 0.1
CC12CCC(=O)N1C(C(=O)Nc1cccc(S(=O)(=O)N3CCCCCC3)c1)CS2 (centres undefined) | i | 29 | i | 0.6
COc1ccc(NC(=O)N(C)C[C@H]2Oc3ccc(NS(=O)(=O)c4c(C)noc4C)cc3C(=O)N([C@H](C)CO)C[C@@H]2C)cc1 | i | / | i | 0.5
CCN(C[C@H]1N[C@@](Cc2ccccc2)(C(=O)OC)[C@H]2C(=O)N(Cc3ccccc3)C(=O)[C@@H]12)C(C)=O | i | 7 | i | 1.7
CCOc1ccc(NC(=O)CN(C)C(=O)c2ccc(COc3ccccc3)cc2)cc1OCC | i | 49 | i | 1.0

The listing continues.
mol | T cell modulator | T cell modulator vesicle-bound % | Myeloid diff 2 | Myeloid diff 2 GFP+ MAC1+ %
O=C(CN1C(=O)/C(=C2/SC(=S)N(CCS(=O)(=O)O)C2=O)c2ccccc21)Nc1cccc(Br)c1 | i | 40 | i | 1.3
COc1cccc(Nc2nc(Nc3ccc(Cl)c(C(=O)O)c3)nc(C)c2[N+](=O)[O-])c1 | i | 69 | i | 0.5
CC(C)Oc1ccc(S(=O)(=O)N2CCCCC2)cc1NC(=O)C1CCCC1 | i | 33 | i | 0.9
NC(=O)c1cc(NC(=O)CCc2nc3ccccc3s2)cc(C(N)=O)c1 | i | 62 | i | 0.5
CCCN(C(=O)CSc1nc(C2CC2)n(-c2ccccc2)n1)C1CCS(=O)(=O)C1 (centres undefined) | i | 56 | i | 1.2
Cc1cccc(NC(=O)c2ccco2)c1C | i | 34 | i | 2.9
Cc1c(N)cccc1N | i | 45 | i | 2.2
CN(CCN(C)C(=O)c1[nH]cnc1C(=O)Nc1ccccc1)C(=O)c1[nH]cnc1C(=O)Nc1ccccc1 | i | 21 | i | 2.8
O=C(Nc1ccc2nc(N3CCOCC3)sc2c1)c1ccc(F)cc1 | i | 39 | i | 0.4
COC(=O)[C@]12C(=O)NC[C@H](CN1c1ccc(C(F)(F)F)cc1)N2C | i | 15 | i | 1.4
CCN1C(=O)[C@H]2[C@@H](c3ccc(-c4ccc(OC)cc4)cc3)N3CCCC[C@@]3(C(=O)OC)[C@H]2C1=O | i | 33 | i | 1.2
O=C(Cn1nc(C(=O)O)c2ccccc2c1=O)Nc1cc(C(F)(F)F)ccc1-n1cncn1 | i | 37 | i | 0.4
CCCCNC(=O)C(CC)(ONc1ccccc1C(F)(F)F)c1ccccc1OC (centres undefined) | i | 30 | i | 1.8
O=C(O)Cn1nnc(-c2ccc(OCc3ccccc3)cc2)n1 | i | 60 | i | 0.6
[O-][n+]1ccccc1SCc1ccccc1 | i | 10 | i | 1.0
CCN(CC(=O)NC1CCS(=O)(=O)C1)S(=O)(=O)c1ccc(Cl)cc1C(F)(F)F (centres undefined) | i | 39 | i | 0.3
O=C(NNC(=O)c1cc(S(=O)(=O)N2CCCCC2)ccc1Cl)c1ccccc1O | i | 25 | i | 0.2
Cc1ccc(C(=O)OCC(=O)NCc2ccccc2)cc1S(=O)(=O)N1CCCCC1 | i | 24 | i | 0.8
O=C(NCc1ccccc1F)C1CC(=O)N(c2ccc3c(c2)OCCO3)C1 (centres undefined) | i | 16 | i | 0.5
COc1ccc(C(=O)NCC(c2cccs2)N2CCc3ccccc32)cc1OC (centres undefined) | i | 34 | i | 1.3

Record cards, as listed above. Screens in order: T cell modulator | T cell modulator vesicle-bound % | Myeloid diff 2 | Myeloid diff 2 GFP+ MAC1+ %
COc1ccc(C(=O)NCC(c2cccs2)N2CCc3ccccc32)cc1OC (centres undefined) reads i | 34 | i | 1.3
NC(=O)c1cc(NC(=O)CCc2nc3ccccc3s2)cc(C(N)=O)c1 reads i | 62 | i | 0.5
CC(C)Oc1ccc(S(=O)(=O)N2CCCCC2)cc1NC(=O)C1CCCC1 reads i | 33 | i | 0.9
[O-][n+]1ccccc1SCc1ccccc1 reads i | 10 | i | 1.0
O=C(Cn1nc(C(=O)O)c2ccccc2c1=O)Nc1cc(C(F)(F)F)ccc1-n1cncn1 reads i | 37 | i | 0.4

The list goes on:
mol | T cell modulator | T cell modulator vesicle-bound % | Myeloid diff 2 | Myeloid diff 2 GFP+ MAC1+ %
Cc1ccc(C)c(S(=O)(=O)N2CCN(C(=O)CN3C(=O)NC(C)(C)C3=O)CC2)c1 | i | 23 | i | 0.2
COc1ccc(C(=O)OCC(=O)N2CCc3ccccc32)cc1S(=O)(=O)N1CCOCC1 | i | 44 | i | 0.4
Cc1ccc(C2=CC(c3ccccc3)n3ncnc3N2)c(C)c1 (centres undefined) | i | 58 | i | 1.0
COC(=O)c1c(C(=O)c2ccc(Br)cc2)n(C)c2ccccc12 | i | 13 | i | 1.3
NC(=O)CC(NC(=O)Cc1cccc2ccccc12)c1ccc(NCCN2CCCC2)c([N+](=O)[O-])c1 (centres undefined) | i | 16 | i | 1.6
COc1cccc(NC(=O)CN(C)C(=O)Cc2ccc3c(c2)CCC3)c1 | i | 38 | i | 1.3
COc1ccc(Cn2c(=N)c(C(=O)NCC3CCCO3)cc3c(=O)n4ccccc4nc32)cc1 (centres undefined) | i | 2 | i | 6.1
COc1ccccc1C1CCN(Cc2cccc3ccccc23)CC1 | i | 42 | i | 0.1
COc1ccc2oc(C(=O)N3CCCc4ccccc43)c(C)c2c1 | i | 55 | i | 0.7
O=C(COc1coc(CN2CCc3ccccc3C2)cc1=O)Nc1ccc(Cl)cc1 | i | 16 | i | 0.4
CCN(CC(=O)Nc1ccc(NC(C)=O)cc1)C(=O)c1cccnc1Sc1ccc(C)c(C)c1 | i | 52 | i | 0.5
CCOc1cc(C(=O)Nc2ccc(C)cc2O)ccc1OCC(=O)N1CCOCC1 | i | 42 | + | 1.7*
O=C(c1ccco1)N1CCN(C(=O)c2ccc(-c3cccc(C(F)(F)F)c3)o2)CC1 | i | 58 | i | 0.7
CN(C)S(=O)(=O)NCC1CCCN(Cc2cc3ccccc3s2)C1 (centres undefined) | i | 65 | i | 3.7
CC1CCCCN1C(=O)c1cccc(NC2=C(Cl)C(=O)N(Cc3ccccc3)C2=O)c1 (centres undefined) | i | 42 | i | 3.8
C[C@H](CO)N1C[C@H](C)[C@@H](CN(C)C(=O)NC2CCCCC2)Oc2c(NC(=O)Nc3ccc(C(F)(F)F)cc3)cccc2C1=O | i | 8 | i | 1.5
COc1cc(C(=O)OCC(=O)NC(=O)NCc2ccccc2)ccc1OC(F)F | i | 28 | i | 1.1
COc1ccc(OC)c(NC(=O)Cc2c(C(=O)O)n(C)c3ccccc23)c1 | i | 31 | i | 0.4
COc1ccc(NC(=O)C23CC4CC(CC(Cl)(C4)C2)C3)cc1S(=O)(=O)N1CCOCC1 | i | 53 | i | 0.7
CC(C)(C)c1ccc(O)c(O)c1 | i | 18 | i | 2.3

Next part:
mol | T cell modulator | T cell modulator vesicle-bound % | Myeloid diff 2 | Myeloid diff 2 GFP+ MAC1+ %
CN1CCC(=O)N([C@H](CSc2ccccc2)Cc2ccccc2)CC1 | i | 49 | i | 2.7
O=C(NCC1CC1)c1cccc2c1C(=O)c1ccc(-c3ccc(OC(F)(F)F)cc3)cc1S2(=O)=O | i | 10 | i | 1.0
Cc1ccccc1SCC(=O)OCC(=O)NCc1ccccc1 | i | 48 | i | 0.6
O=S(=O)(c1cccc(-c2n[nH]c(=S)n2-c2ccccc2Cl)c1)N1CCOCC1 | i | 34 | i | 0.0
CC(=O)Nc1ccc(NC(=O)C(C)OC(=O)C2CCCCC2)cc1 (centres undefined) | i | 34 | i | 0.3
COCCCN(C(=O)c1ccc(N2CCCC2=O)cc1)c1c(N)n(Cc2ccccc2)c(=O)[nH]c1=O | i | 12 | i | 0.5
Cc1ccc2nc(-c3ccc(O)cc3)oc2c1 | i | 30 | i | 0.3
Cn1cncc1C#Cc1ccc2cc(CCCO)oc(=O)c2c1 | i | 58 | i | 3.6
CCOC(=O)[C@H]1[C@H]2COc3ccc(OC)cc3[C@@H]2N2C(=O)[C@H](C)NC(=O)[C@@]12C | i | 31 | i | 0.9
O=C(COc1cccc(C(F)(F)F)c1)NNC(=O)Cc1ccc(S(=O)(=O)N2CCOCC2)s1 | i | 36 | i | 0.7
O=C(O)CC(NS(=O)(=O)c1ccc2c(c1)OCCO2)c1ccccc1[N+](=O)[O-] (centres undefined) | i | 47 | i | 0.6
O=C(NN=Cc1ccccc1Cl)c1ccc(-n2cnnn2)cc1 | i | 7 | i | 0.3
COC(=O)c1c(NC(=O)CSc2ncn[nH]2)sc(C)c1C | i | 30 | i | 0.6
CC(=O)Nc1ccc(S(=O)(=O)Nc2cc(Cl)ccc2N2CCOCC2)cc1 | i | 45 | i | 1.0
COc1ccc(S(=O)(=O)N2CCCCCC2)cc1NS(=O)(=O)c1cc(C(=O)O)cc(C)c1C | i | 37 | i | 0.8
